# Compound activity: PubChem, Broad Institute
# BioA inh – inhibitors of Mycobacterium tuberculosis BioA enzyme; actives 0.096% (n = 360,000); inhibition, % at 9.99 µM; purified M. tuberculosis BioA enzyme, plate reader; in the data active means inhibition above about 40%
# * marks the source's active call; other numbers are inactive results. Not all compounds are listed. The share of hits here may be higher or lower than overall.
SMILES,BioA inh
CO[C@H]1CN(C)C(=O)c2ccc(NS(=O)(=O)c3ccc(-c4ccccc4)cc3)cc2OC[C@@H](C)NC[C@H]1C,0.5
C[C@H]1CN([C@@H](C)CO)C(=O)c2cccc(NC(=O)c3ccncc3)c2O[C@H]1CN(C)Cc1ccc2c(c1)OCO2,-0.9
Cc1ccc(S(=O)(=O)N(C)C[C@H]2Oc3c(NC(=O)c4nc5ccccc5s4)cccc3C(=O)N([C@H](C)CO)C[C@@H]2C)cc1,-0.7
CN(C)CC(=O)N[C@H]1CC[C@@H](CCn2cc(C3CC3)nn2)O[C@@H]1CO,1.3
COc1cccc(CNC(=O)c2cc3c(c(-c4cccc(-c5cccc(C#N)c5)c4)n2)[C@@H](CCO)N([S@](=O)C(C)(C)C)C3)c1,4.5
COC(=O)C[C@@H]1CC[C@@H](NC(=O)Nc2ccc(C(F)(F)F)cc2)[C@H](CO)O1,1.9
O=C([C@@H]1[C@@H](CO)[C@@H]2Cn3c(ccc(-c4cccnc4)c3=O)[C@H]1N2CCC(F)(F)F)N1CCCCC1,-0.7
OC[C@@H]1[C@H](c2ccc(/C=C/c3ccccc3)cc2)[C@@H]2CN(Cc3cccnc3)CCCCN12,-8.1
O=C(C[C@@H]1CC[C@@H](NC(=O)CCN2CCCCC2)[C@@H](CO)O1)Nc1ccc(-c2ccccc2)cc1,1.7
C[C@H](CO)N1C[C@H](C)[C@@H](CN(C)C)Oc2ccc(NC(=O)NC3CCCCC3)cc2C1=O,-0.2
C[C@H](CO)N1C[C@H](C)[C@H](CN(C)C(=O)Nc2cccc3ccccc23)Oc2c(NC(=O)NC3CCCCC3)cccc2C1=O,-1.0
CO[C@@H]1CN(C)C(=O)c2ccc(NS(=O)(=O)c3ccccc3C)cc2OC[C@@H](C)N(C)C[C@H]1C,0.0
Cc1ccc(-c2ccc([C@@H]3[C@H](CO)N4CCCCN(S(=O)(=O)c5ccccc5C)C[C@@H]34)cc2)cc1,-3.7
CCS(=O)(=O)Nc1ccc2c(c1)C(=O)N(C)C[C@H](OC)[C@H](C)CN(C(=O)NC(C)C)[C@@H](C)CO2,-4.2
COCC(=O)Nc1ccc2c(c1)[C@@H]1C[C@@H](CC(=O)NCC3CC3)O[C@H](CO)[C@@H]1O2,-2.5
C[C@H]1CCCCO[C@H](CN(C)S(=O)(=O)c2cccs2)[C@@H](C)CN([C@@H](C)CO)C(=O)c2cc(NS(=O)(=O)c3cccs3)ccc2O1,-0.7
CCC(=O)N1C[C@@H](C)[C@@H](OC)CN(C)C(=O)c2cc(NC(=O)COC)ccc2OC[C@@H]1C,0.7
CN(C)Cc1cn(CC[C@@H]2CC[C@@H](N)[C@H](CO)O2)nn1,0.8
Cc1noc(C)c1S(=O)(=O)Nc1ccc2c(c1)C(=O)N([C@H](C)CO)C[C@@H](C)[C@@H](CN(C)C(=O)Nc1cccc3ccccc13)OCCCC[C@@H](C)O2,2.0
COCC(=O)Nc1ccc2c(c1)[C@H]1C[C@@H](CC(=O)NCCc3ccccc3)O[C@H](CO)[C@H]1O2,-0.8
C[C@@H]1CN([C@H](C)CO)C(=O)Cc2cc(NC(=O)Cc3ccccc3)ccc2O[C@H]1CN(C)C(=O)NC1CCCCC1,-2.9
C[C@H](CO)N1C[C@H](C)[C@H](CN(C)S(=O)(=O)c2ccc(F)cc2)Oc2ccc(NC(=O)NC3CCCCC3)cc2CC1=O,0.4
O=C(C[C@@H]1C[C@H]2c3cc(NS(=O)(=O)c4ccc(F)cc4)ccc3O[C@H]2[C@@H](CO)O1)NC1CCCC1,0.5
C[C@H](CO)N1C[C@H](C)[C@H](CN(C)C(=O)CC2CC2)Oc2cc(-c3cncnc3)ccc2S1(=O)=O,-1.0
C[C@@H]1CN([C@H](C)CO)C(=O)c2cc(NC(=O)c3ccncc3)ccc2O[C@H]1CN(C)C(=O)NC1CCCCC1,-3.7

# Rewritten as labelled records: two of the compounds above
C[C@@H]1CN([C@H](C)CO)C(=O)Cc2cc(NC(=O)Cc3ccccc3)ccc2O[C@H]1CN(C)C(=O)NC1CCCCC1
  BioA inh: -2.9

Cc1ccc(S(=O)(=O)N(C)C[C@H]2Oc3c(NC(=O)c4nc5ccccc5s4)cccc3C(=O)N([C@H](C)CO)C[C@@H]2C)cc1
  BioA inh: -0.7

# Next part
SMILES,BioA inh
O=S(=O)(c1ccccc1F)N1CC[C@@H]2[C@H]1c1cc(-c3ccccc3)ccc1N[C@@H]2CO,-2.0
C[C@H](CO)N1C[C@H](C)[C@@H](CN(C)S(=O)(=O)c2ccccc2)Oc2ccc(NS(C)(=O)=O)cc2CC1=O,-0.2
CN1CCN(C(=O)C[C@@H]2C=C[C@H](NS(=O)(=O)c3cccc(F)c3)[C@@H](CO)O2)CC1,-0.6
O=S(=O)(Cc1ccccc1)NCC[C@@H]1CC[C@H](NS(=O)(=O)c2ccc(F)cc2)[C@@H](CO)O1,-1.4
C[C@@H]1CN([C@@H](C)CO)C(=O)c2cc(NC(=O)CCC(F)(F)F)ccc2O[C@H]1CN(C)CC1CC1,1.1
CC(=O)N(C)C[C@@H]1Oc2cc(-c3cccnc3)ccc2S(=O)(=O)N([C@@H](C)CO)C[C@H]1C,3.2
C[C@@H](NC(=O)C[C@H]1C[C@@H]2c3cc(NC(=O)Nc4ccccc4F)ccc3O[C@@H]2[C@H](CO)O1)c1ccccc1,-1.8
C[C@H]1CN([C@@H](C)CO)C(=O)CCCn2cc(nn2)CO[C@@H]1CN(C)CC1CCCCC1,-2.9
Cc1ccccc1S(=O)(=O)NCC[C@H]1CC[C@@H](NC(=O)C2CCCC2)[C@@H](CO)O1,-0.2
COc1ccc(NC(=O)Nc2ccc3c(c2)C(=O)N([C@@H](C)CO)C[C@@H](C)[C@H](CN(C)C(=O)Nc2ccc(OC)cc2)OCCCC[C@@H](C)O3)cc1,-1.1
COc1ccc(NC(=O)N2CC[C@H]3[C@@H]2c2cc(Br)ccc2N(C)[C@H]3CO)cc1,3.4
COc1cccc(NC(=O)N(C)C[C@H]2Oc3cc(/C=C/c4ccccc4)ccc3S(=O)(=O)N([C@@H](C)CO)C[C@@H]2C)c1,-3.0
C[C@H]1CCCCO[C@H](CN(C)C(=O)CCC(F)(F)F)[C@@H](C)CN([C@@H](C)CO)C(=O)c2cc(NS(=O)(=O)c3cn(C)cn3)ccc2O1,-1.2
O=C(C[C@@H]1C=C[C@@H](NC(=O)c2ccccc2)[C@H](CO)O1)NCc1ccncn1,-1.9
O=C(C1CCCC1)N1[C@H](CO)[C@@H]2c3ccccc3N(S(=O)(=O)c3ccccc3)C[C@@H]21,6.1
O=C1CSC(c2ccccc2)N1c1ccccc1 (centres undefined),0.0
CO[C@@H]1CN(C)C(=O)c2cc(NC(=O)C3CC3)ccc2OC[C@H](C)N(C(=O)Cc2ccccn2)C[C@@H]1C,-4.8
Cc1noc(C)c1S(=O)(=O)N(C)C[C@H]1OCCCC[C@H](C)Oc2ccc(NS(=O)(=O)c3ccccc3)cc2C(=O)N([C@@H](C)CO)C[C@@H]1C,-0.3
CNC[C@@H]1Oc2c(NC(=O)Nc3ccc4c(c3)OCO4)cccc2C(=O)N([C@@H](C)CO)C[C@@H]1C,0.3
C=CC[C@@]12N=C(c3ccc(OCCCO)cc3)O[C@@H]1c1ccccc1CN(CCS(=O)(=O)c1ccccc1)C2=O,-3.4
CNC[C@H]1OCCCC[C@@H](C)Oc2ccc(NS(=O)(=O)c3ccc(C)cc3)cc2C(=O)N([C@@H](C)CO)C[C@H]1C,-4.0
COC(=O)C[C@H]1C[C@@H]2c3cc(NS(=O)(=O)c4ccc(F)cc4)ccc3O[C@@H]2[C@H](CO)O1,-0.6
C[C@@H]1CN([C@@H](C)CO)C(=O)Cc2cc(NC(=O)Cc3cn(C)c4ccccc34)ccc2O[C@@H]1CN(C)Cc1ccc(C(=O)Nc2ccccc2N)cc1,0.2
C[C@H]1CCCCO[C@H](CN(C)Cc2ccc3c(c2)OCO3)[C@@H](C)CN([C@@H](C)CO)C(=O)c2cc(NC(=O)CCC(F)(F)F)ccc2O1,3.0
O=C(C1CCCCC1)N1C[C@H]2[C@@H](c3ccccc31)[C@@H](CO)N2C(=O)c1ccccc1F,-4.8

# Some of the entries above in a different format.
Structure	BioA inh
C[C@H]1CN([C@@H](C)CO)C(=O)CCCn2cc(nn2)CO[C@@H]1CN(C)CC1CCCCC1	-2.9
C[C@H]1CCCCO[C@H](CN(C)C(=O)CCC(F)(F)F)[C@@H](C)CN([C@@H](C)CO)C(=O)c2cc(NS(=O)(=O)c3cn(C)cn3)ccc2O1	-1.2
O=C(C1CCCCC1)N1C[C@H]2[C@@H](c3ccccc31)[C@@H](CO)N2C(=O)c1ccccc1F	-4.8
CNC[C@@H]1Oc2c(NC(=O)Nc3ccc4c(c3)OCO4)cccc2C(=O)N([C@@H](C)CO)C[C@@H]1C	0.3
Cc1noc(C)c1S(=O)(=O)N(C)C[C@H]1OCCCC[C@H](C)Oc2ccc(NS(=O)(=O)c3ccccc3)cc2C(=O)N([C@@H](C)CO)C[C@@H]1C	-0.3

# Additional structures
SMILES,BioA inh
CC(C)CC#Cc1cnc2c(c1)C(=O)N([C@H](C)CO)C[C@H](C)[C@@H](CN(C)Cc1ccc3c(c1)OCO3)O2,0.1
O=C(NC1CCC1)[C@H]1[C@H](CO)[C@H]2Cn3c(ccc(C4=CCCCC4)c3=O)[C@@H]1N2CC1CC1,-0.7
Cc1cccc(CN(C)C[C@H]2OCc3cnnn3CCCC(=O)N([C@H](C)CO)C[C@H]2C)c1,-1.1
C[C@@H]1CN([C@@H](C)CO)C(=O)c2ccccc2-c2ccccc2CO[C@@H]1CN(C)C(=O)[C@@H](Cc1ccccc1)N(C)C,-3.6
COCC#Cc1cnc2c(c1)C(=O)N([C@@H](C)CO)C[C@H](C)[C@@H](CN(C)Cc1ccccc1)O2,4.1
Cc1ccccc1S(=O)(=O)NCC[C@@H]1CC[C@H](NC(=O)Nc2cccc(F)c2)[C@@H](CO)O1,1.9
CN1CCN(C(=O)C[C@@H]2CC[C@H](NS(=O)(=O)c3cccc(F)c3)[C@@H](CO)O2)CC1,-2.2
C[C@@H]1CN([C@@H](C)CO)C(=O)c2cc(NC(=O)CCN3CCOCC3)ccc2O[C@H]1CN(C)C(=O)Nc1ccc(C(F)(F)F)cc1,-0.4
Cc1ccc(S(=O)(=O)Nc2cccc3c2O[C@@H](CN(C)C)[C@@H](C)CN([C@H](C)CO)C3=O)cc1,0.0
CO[C@@H]1CN(C)C(=O)c2cc(NC(=O)C3CC3)ccc2OC[C@@H](C)N(S(=O)(=O)c2ccc(Cl)cc2)C[C@H]1C,2.2
COC(=O)[C@H]1[C@H](CO)[C@H]2Cn3c(ccc(-c4cccc(C(=O)N(C)C)c4)c3=O)[C@@H]1N2C(=O)NC(C)C,-0.4
CC(=O)N1[C@H](CO)[C@H](c2ccccc2)[C@H]1CN(CC1CCC1)C(=O)CN(C)C,3.5
C[C@H](CO)N1C[C@H](C)[C@@H](CN(C)C(=O)C2CCOCC2)Oc2ncc(C#CC(C)(C)O)cc2C1=O,-1.4
Cc1ccc(S(=O)(=O)N[C@@H]2CC[C@H](CC(=O)NCc3ccccc3F)O[C@@H]2CO)cc1,-3.8
CCCC(=O)Nc1ccc2c(c1)OC[C@H](C)N(Cc1ccncc1)C[C@@H](C)[C@@H](OC)CN(C)C2=O,-1.6
C[C@@H]1CCCCO[C@@H](CN(C)Cc2ccncc2)[C@H](C)CN([C@@H](C)CO)C(=O)c2cc(NS(=O)(=O)c3cn(C)cn3)ccc2O1,-0.7
C[C@@H]1CN([C@H](C)CO)C(=O)c2cc(NC(=O)Cn3cnnn3)ccc2O[C@@H]1CN(C)S(=O)(=O)c1cn(C)cn1,-2.3
CS(=O)(=O)N1[C@@H]2c3ccc(C4=CCCC4)c(=O)n3C[C@H]1[C@H](CO)[C@H]2C(=O)N1CCCCC1,-1.1
Cc1ccccc1S(=O)(=O)N1CCCCN2[C@H](C1)[C@H](c1ccc(-c3ccccc3)cc1)[C@@H]2CO,-4.5
COc1ccc(-c2ccc3c(c2)[C@H]2[C@H](CCN2C(=O)C2CCOCC2)[C@H](CO)N3C)cc1,11
C[C@H](CO)N1C[C@H](C)[C@H](CN(C)C(=O)Nc2ccc3c(c2)OCO3)Oc2ccc(NC(=O)Cc3cn(C)c4ccccc34)cc2C1=O,2.2
CC(=O)N(C)C[C@H]1Oc2ncc(C#Cc3cccc(F)c3)cc2C(=O)N([C@H](C)CO)C[C@@H]1C,1.1
O=C(Nc1ccccc1F)N1C[C@@H]2[C@H](c3ccccc31)[C@@H](CO)N2C(=O)C1CCCC1,1.4
C[C@H](CO)N1C[C@H](C)[C@@H](CN(C)Cc2ccc(C(=O)O)cc2)Oc2ncc(C3=CCCCC3)cc2C1=O,-5.4
CN(C)CC(=O)Nc1ccc2c(c1)[C@H]1C[C@@H](CC(=O)NCCN3CCCCC3)O[C@H](CO)[C@H]1O2,0.4
# Later entries
SMILES,BioA inh
Cc1noc(C)c1S(=O)(=O)Nc1ccc2c(c1)CC(=O)N([C@H](C)CO)C[C@@H](C)[C@@H](CN(C)S(=O)(=O)c1cn(C)cn1)O2,0.6
CC(C)C(=O)Nc1ccc2c(c1)C(=O)N(C)[C@H]1CC[C@H](CC(=O)NCCCN(C)C)O[C@@H]1CO2,-2.1
OC[C@@H]1[C@@H](c2ccc(C#CC3(O)CCCC3)cc2)[C@@H]2CN(Cc3ccncc3)CCCCN12,1.8
OC[C@H]1[C@H](c2ccc(C#Cc3ccccc3F)cc2)[C@H]2CN(Cc3cncnc3)CCCCN21,4.6
COc1ccc(C#Cc2cnc3c(c2)C(=O)N([C@@H](C)CO)C[C@H](C)[C@H](CN(C)C(=O)c2ccccc2F)O3)cc1,-0.1
C[C@H]1CCCCO[C@H](CN(C)S(=O)(=O)c2ccccc2)[C@@H](C)CN([C@@H](C)CO)C(=O)c2cc(NS(=O)(=O)c3ccccc3)ccc2O1,-1.1
